POLH inh – qHTS for Inhibitors of Polymerase Eta | Potency, µM (top dose mostly 114 µM), for the others: at the highest dose activity change, negative = inhibition, actives largely listed as inhibitors | DNA polymerase eta (Homo sapiens), Q9Y253 | 390,000 compounds, 1.2% hits | AID 588591, 2011 | recombinant Pol eta, fluorescent DNA replication assay; note: % is set by controls: 0 for no effect and ±100 for the full control effect
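Pol eta (10 nM) was preincubated with compounds for 15 min at room temperature, after which fluorescent replication substrate (50 nM final) was added to start the reaction. Fluorescence was read kinetically at 0 and 10 min.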
Pol beta inh – qHTS Assay for Inhibitors of DNA Polymerase Beta. P06746. Pol beta primer extension/strand displacement, fluorescence kinetic. Potency, µM (top dose mostly 114 µM), for inactives: at the top dose activity change, negative = inhibition, hits mostly inhibitors. 340,000 compounds, 1.3% hits. AID 485314, 2010; note: % is set by controls: 0 for no effect and ±100 for the full control effect
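Curves were derived by four-parameter Hill fits of normalized qHTS data. The kinetic fluorescent primer-extension read was taken at 0 and 10 min after 50 nM substrate, following a 15 min room-temperature preincubation of 10 nM enzyme with compounds.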
APEX1 inh – qHTS Assay for Inhibitors of the Human Apurinic/apyrimidinic Endonuclease 1 (APE1) | DNA repair nuclease/redox regulator APEX1 (Homo sapiens), P27695 | 350,000 compounds, 0.35% hits | Potency, µM (top dose mostly 65.8 µM), without a hit: at the highest dose activity change, negative = inhibition, actives largely listed as inhibitors | recombinant APE1, TAMRA/BHQ-2 abasic DNA cleavage fluorescence;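 note: plate controls were vehicle for no effect and reference inhibitor for full effect; nearly all actives have a fitted effect of over 55% in size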
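Enzyme (0.75 nM final) and test compound are incubated 15 min at room temperature before adding 50 nM quenched THF abasic-site duplex. Cleavage dequenches TAMRA, followed at 525/598 nm over three reads one minute apart.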
JMJD2A Tudor – qHTS Assay for Inhibitors of JMJD2A-Tudor Domain; Lysine-specific demethylase 4A (Homo sapiens), O75164; Potency, µM (highest dose often 114 µM), for the others: at the highest dose activity change, negative = inhibition, hits mostly inhibitors; 390,000 compounds, 4.4% hits; AlphaScreen JMJD2A-Tudor / H3K4me3 peptide binding; AID 504339, 2011; note: % is set by controls: 0 for no effect and ±100 for the full control effect; nearly all actives have a fitted effect of over 50% in size
G9a block – qHTS Assay for Inhibitors of Histone Lysine Methyltransferase G9a; Histone-lysine N-methyltransferase EHMT2 (Homo sapiens), Q96KQ7; G9a H3K9 monomethylation, AlphaScreen, 2 h; Potency, µM (top dose mostly 102 µM), without a hit: top-dose activity, negative = inhibition, hits mostly inhibitors; 350,000 compounds, 8.8% hits; AID 504332, 2011; note: % is set by controls: 0 for no effect and ±100 for the full control effect; nearly all actives have a fitted effect of over 75% in size
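Compounds were preincubated with 20 nM G9a for 15 min, after which biotinylated H3K9 peptide (500 nM) and SAM (20 uM) started a 2 h room-temperature reaction. Monomethylated product was quantified by antibody-based AlphaScreen chemiluminescence.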
Pol kappa inh – qHTS for Inhibitors of Polymerase Kappa; AID 588579, 2011; Potency, µM (highest dose often 107 µM), without a hit: top-dose activity, negative = inhibition, most hits filed as inhibitors; DNA polymerase kappa (Homo sapiens), Q9UBT6; purified Pol kappa, fluorescent DNA synthesis assay, 10 min; 400,000 compounds, 0.53% hits; note: % is set by controls: 0 for no effect and ±100 for the full control effect
Target sequence (Q9UBT6 whole entry, looked up): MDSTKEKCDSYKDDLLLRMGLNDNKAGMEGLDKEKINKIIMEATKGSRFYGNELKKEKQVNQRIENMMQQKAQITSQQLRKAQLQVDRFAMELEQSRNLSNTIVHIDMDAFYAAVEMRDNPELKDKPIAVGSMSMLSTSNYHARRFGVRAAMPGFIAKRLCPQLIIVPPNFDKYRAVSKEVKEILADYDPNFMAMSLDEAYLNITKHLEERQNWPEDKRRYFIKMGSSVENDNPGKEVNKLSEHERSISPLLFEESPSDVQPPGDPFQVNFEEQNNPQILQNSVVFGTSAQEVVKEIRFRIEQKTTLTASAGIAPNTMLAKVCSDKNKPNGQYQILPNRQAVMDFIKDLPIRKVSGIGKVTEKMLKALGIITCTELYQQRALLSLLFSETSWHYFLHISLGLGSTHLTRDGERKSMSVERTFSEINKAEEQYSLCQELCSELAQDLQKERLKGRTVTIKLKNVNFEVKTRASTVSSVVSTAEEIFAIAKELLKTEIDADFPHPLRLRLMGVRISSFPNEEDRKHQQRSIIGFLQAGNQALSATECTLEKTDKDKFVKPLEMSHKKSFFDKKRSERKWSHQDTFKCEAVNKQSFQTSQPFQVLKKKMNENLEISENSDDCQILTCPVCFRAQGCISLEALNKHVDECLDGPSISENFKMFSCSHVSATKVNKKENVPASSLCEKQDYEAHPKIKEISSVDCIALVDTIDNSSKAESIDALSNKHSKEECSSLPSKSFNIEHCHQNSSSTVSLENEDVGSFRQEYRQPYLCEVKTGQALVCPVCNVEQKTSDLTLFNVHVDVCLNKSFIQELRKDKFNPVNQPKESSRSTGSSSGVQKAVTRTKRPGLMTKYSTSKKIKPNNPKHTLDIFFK
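Kinetic fluorescence screen: compound preincubated 15 min RT with 10 nM enzyme; 50 nM substrate (final) initiates; reads at 0/10 min.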
BAZ2B inh – qHTS Assay for Inhibitors of BAZ2B. Bromodomain adjacent to zinc finger domain protein 2B (Homo sapiens), Q9UIF8. AlphaScreen BAZ2B-H3K14Ac peptide displacement. Potency, µM (series often up to 114 µM), for inactives: top-dose activity change, negative = inhibition, actives largely listed as inhibitors. 360,000 compounds, 4.4% hits; note: % is set by controls: 0 for no effect and ±100 for the full control effect; nearly all actives have a fitted effect of over 60% in size
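Protein-peptide AlphaScreen: BAZ2B 50 nM, b-H3K14Ac 50 nM, 1x PBS pH 7.4 + 0.01% Tween-20. Preincubation 30 min RT; cpd 30 min RT (top 110 uM); beads 20 min RT, light-protected.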
BLM inh – qHTS Assay for Inhibitors of Bloom's syndrome helicase (BLM); AID 2528, 2010; RecQ-like DNA helicase BLM (Homo sapiens), P54132; 350,000 compounds, 0.2% hits; recombinant BLM DNA unwinding, fluorescence dequenching; Potency, µM (top dose mostly 56.1 µM), for the others: at the highest dose activity change, negative = inhibition, actives largely listed as inhibitors;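 note: plate controls were vehicle for no effect and no enzyme for full effect; nearly all actives have a fitted effect of over 35% in size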
Pol iota inh – qHTS for Inhibitors of Polymerase Iota; Pol iota fluorescent replication assay, 10 min; DNA polymerase iota (Homo sapiens), Q9UNA4; Potency, µM (highest dose often 115 µM), inactives show at the top dose activity, negative = inhibition, actives largely listed as inhibitors; 390,000 compounds, 1% hits
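Fluorescent replication assay read twice, at 0 min and 10 min after adding 50 nM (final) substrate. Enzyme (10 nM) and compounds were first incubated 15 min at room temperature; enzyme-free buffer wells were negative controls.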
Active calls of the source: *; ? = inconclusive; · = no result given; & = joins results of further samples; [ ] = dose if it differs, or a comment. Calls come from the whole dose curve; as a rule, active = well fitted curve in the direction sought with a large enough effect; inconclusive = small, poorly fitted or top-dose-only effect, or another doubt; inactive = no such curve, though single readings can be large; an effect the other way counts as inactive or inconclusive. Potency is the fitted concentration of half-maximal effect. Not all compounds are listed; rates above refer to the full screens.

Start of the data: the first 2 compounds (preview)
SMILES	POLH inh	Pol beta inh	APEX1 inh	JMJD2A Tudor	G9a block	Pol kappa inh	BAZ2B inh	BLM inh	Pol iota inh
CCO[C@@H]1OC(C(=O)N2CCOCC2)=C[C@H](c2cn(C(C)=O)c3ccccc23)[C@H]1CCCO	-5%	16%	4%	-14%	25%[59 µM]	-5%	5%	1%	5%
Cc1ccccc1CS(=O)(=O)CC1Nc2ccc(C(=O)NCc3ccc(Cl)cc3)cc2NC1=O (stereo not given)	-22%	-1%	·	-1%	10µM*	-6%	5%[57.1 µM]	-2%	0%

This part in full, from the start:
SMILES	POLH inh	Pol beta inh	APEX1 inh	JMJD2A Tudor	G9a block	Pol kappa inh	BAZ2B inh	BLM inh	Pol iota inh
CCO[C@@H]1OC(C(=O)N2CCOCC2)=C[C@H](c2cn(C(C)=O)c3ccccc23)[C@H]1CCCO	-5%	16%	4%	-14%	25%[59 µM]	-5%	5%	1%	5%
Cc1ccccc1CS(=O)(=O)CC1Nc2ccc(C(=O)NCc3ccc(Cl)cc3)cc2NC1=O (stereo not given)	-22%	-1%	·	-1%	10µM*	-6%	5%[57.1 µM]	-2%	0%
COc1ccc(NC(=O)n2ncc3c(C)cccc32)cc1	-16%	0%	9%	36%	49%[activator]	-22%	12%	-7%	-10%
CN(Cc1cccc2cnccc12)C(=O)c1cc(COc2ccc(F)cc2F)on1	-13%	12%	4%	-28%	·	-18%	-15%	-4%	0%
Cc1ccc(-n2ncc(C(=O)NCCc3ccsc3)c2C2CCN(C(=O)OC(C)(C)C)CC2)c(C)c1	-15%	-14%	·	-30%	-28%[59 µM]	-3%	0%[57.1 µM]	-7%	-11%
Cc1ccc2nc3c(c(Nc4ccc(O)cc4)c2c1)CCC3	-8%	?	-5%	-22%	?	14%	-13%	-13%	12%
COc1ccc(Br)cc1S(=O)(=O)NCCc1cccs1	-23%	·	-9%	1%	·	10%	·	·	-12%
CCCC1(c2ccccc2)NC(=O)N(CC(=O)Nc2sc(-c3ccccc3)cc2C(=O)OCC)C1=O (stereo not given)	-9%	2%	?	16%	-8%[59 µM]	-10%	-3%	-11%	-12%
COc1ccc(C(=O)Nc2ccc(OCc3cc(=O)n4ccsc4n3)cc2)cc1OC	-19%	21%	·	-5%	-1%[59 µM]	3%	3%	-7%	44%[activator]
CCC(NC(=S)NC1CCCCC1)c1ccc(C(C)C)cc1 (stereo not given)	·	4%	-8%	·	43%	·	-20%	-10%	·
Cc1ccc(C(C(=O)NC2CCCCC2)N(C(=O)Cc2c[nH]c3ccccc23)c2ccccc2)o1 (stereo not given)	-16%	16%	0%	-6%	-3%[0.0925 µM]	3%	-4%	-9%	-15%
O=[n+]1cc(-c2ccc(Cl)cc2)n([O-])c2c1CCC2	-6%	-7%	2%	?	-15%	1%	0%	1%	71%[activator]
CCc1ccccc1NC(=O)Cn1cc(C(=O)c2ccncc2)c(=O)c2cc(C)ccc21	-1%	?	·	-14%	0%[59 µM]	10%[60.1 µM]	-19%	-5%	5%
Cc1cc(C)c(NC(=O)Cn2nnc(-c3ccccc3)n2)c(C)c1	-16%	-3%	·	-10%	10%[59 µM]	-10%	-17%	-1%	-1%
Cc1cc(Br)ccc1NC(=O)CN(C)C(=O)CSCc1ccccc1	-5%	·	13%	-6%	-25%	-10%	-13%	·	6%
CC(=O)N(Cc1cccnc1)Cc1cc2ccc(C)cc2[nH]c1=O	2%	-3%	2%	-17%	-7%[59 µM]	-9%	13%	1%	-8%
CCN(CC)S(=O)(=O)c1cccc(C(=O)Oc2cccc(NC(=O)c3cccs3)c2)c1	-15%	16%	-4%	-17%	8%[59 µM]	-1%	-3%	-5%	-11%
COc1cccc(/C=N/n2c(-c3ccco3)nc3ccccc3c2=O)c1	-13%	22%	19%	-15%	4%[59 µM]	-14%	-5%	1%	-13%
CN(CC(=O)Nc1cccnc1)S(=O)(=O)c1cc(Cl)ccc1Cl	3%	?	-4%	-28%	-35%[12.7 µM]	2%	7%	-2%	0%[58.9 µM]
Cc1cccc(NC(=O)CSc2nnc3c4ccccc4n(C)c3n2)c1	-6%	-2%	·	3%	2%[59 µM]	-7%	3%	-7%	17%
COc1cccc(NC(=S)NC2CC3CCCC(C2)N3CC(C)C)c1 (stereo not given)	-1%	51%	19%	-14%	·	-1%	5%	1%	13%
COc1ccc(C2CC(C(F)(F)F)n3ncc(C(=O)Nc4cccc(O)c4)c3N2)cc1OC (stereo not given)	-7%	1%	1%	-15%	2%[0.501 µM]	-4%	2%	-3%	29%
Cn1cc(CCCC(=O)NCc2ccc(F)cc2)c2ccccc21	-3%&-19%	0%&5%	59%[activator]	-29%&-4%	0%[59 µM]	-6%&-2%	0%	-5%&3%	15%&32%
Cc1ccc(CNC(=O)c2ccc3nc(SCc4ccc(F)cc4)[nH]c3c2)cc1	-11%	0%	·	7.9µM*	7.9µM*	3%	40µM*	-2%	-4%
COc1ccc(C(C(=O)NC2CCCC2)N(Cc2cccnc2)C(=O)Cc2cccs2)c(OC)c1 (stereo not given)	-17%	26%	6%[12.4 µM]	-18%	5%[59 µM]	-1%	1%	-1%	130%[activator]
Next compounds:
SMILES	POLH inh	Pol beta inh	APEX1 inh	JMJD2A Tudor	G9a block	Pol kappa inh	BAZ2B inh	BLM inh	Pol iota inh
Cc1c(OCC(=O)NCCCN2CCOCC2)ccc2c3c(c(=O)oc12)CCC3	3%	0%	-7%	-17%	29%	8%	-3%	7%	-14%
Cc1no[n+]([O-])c1COc1ccc(/C=C(\C#N)C(N)=O)cc1	0%	-12%	19%	-27%	?	7%	-8%	6%	7%
Cc1ccc(CSc2nn3c(=O)c(C)nnc3s2)cc1	0%	43%	14%	?	23%[59 µM]	1%	0%	6%	20%
COc1ccc(-n2c(SCC(=O)Nc3cc(C)on3)nc3ccccc3c2=O)cc1Cl	-16%	-2%	1%	-21%	27%	1%	-2%	-1%	56%[activator]
Cc1cccc(-n2nnnc2SCC(=O)N(CC(C)C)c2c(N)n(CC(C)C)c(=O)[nH]c2=O)c1	-9%	22%	-2%	-13%	-2%	-2%	·	1%	100%[activator]
COc1ccc(Oc2ccc(N/C=C3/CCCC3=O)cc2)cc1	-9%	26%	3%	-21%	?	-7%	-3%	-3%	129%[activator]
O=S(=O)(NN1CCOCC1)c1ccc(Br)s1	-1%	1%	-18%	-8%	·	-9%	-16%	-7%	-9%
Cc1ccc(CSc2nc(-c3ccc(C(C)(C)C)cc3)nc3cc(=O)[nH]n23)cc1	50µM*	?	·	-31%	45%[activator][59 µM]	?	?	-6%	?
O=C(COC(=O)c1nc(Cl)ccc1Cl)c1ccc(Cl)s1	-2%	7%	19%	-10%	-6%[59 µM]	-6%	0%	1%	-21%
NC(=O)NC(CC(=O)NCCc1ccccn1)c1ccccc1Cl (stereo not given)	-13%	36%	-7%	-10%	46%	12%	6%	2%	21%
COC(=O)c1c(NC(=O)c2ccc(Cl)c(Cl)c2)sc2c1CCCC2	-19%	1%	·	13%	-44%[59 µM]	3%	14%	-4%	26%
O=S(=O)(c1cccs1)N1CN(Cc2ccco2)c2nc3ccccc3nc21	-17%	-6%	-2%	?	40µM*	-10%	?	-19%	34%[activator]
CN(C)c1ccc(S(=O)(=O)N2CCCCC2)cc1NC(=O)C1CSC2(C)CCC(=O)N12 (stereo not given)	-18%	·	7%	-27%	33%[12.7 µM]	-19%	8%	·	-6%
Fc1ccccc1NC(=S)NNc1ncc(C(F)(F)F)cc1Cl	2%	15%	15%	-22%	1%[59 µM]	-18%	0%	-6%	60%[activator]
COc1ccc(NC(=O)Nc2nnc(N3CCC(C)CC3)s2)cc1OC	-9%	-4%	?	-12%	?	13%	-1%	0%	45%[activator]
Cc1[nH]c2ccccc2c1C(=O)COC(=O)CCS(=O)(=O)c1ccccc1Cl	-23%	-1%	9%	-24%	-10%[59 µM]	-9%	2%	-3%	9%
COc1cccc(N2CCN(C(=O)c3cc4c(s3)CCCCC4)CC2)c1	-13%	·	-8%	?	11%[2.33 µM]	1%	-16%	·	3%
COc1ccc(C2C(C(C)=O)=C(O)C(=O)N2c2ccc(O)cc2)cc1 (stereo not given)	2%	49%	-5%	-13%	·	-3%	-11%	-4%	14%
COc1cc(OC)c(OC)cc1/C=N/n1c(-c2n[nH]c3c2CCC3)n[nH]c1=S	2%	6%	4%	3.2µM*	1.6µM*	-9%	-22%	-1%	11%
Cc1ccc(CNC(=O)c2ccc[nH]2)cc1	-6%	16%	2%	-15%	17%[59 µM]	-1%	-7%	-4%	19%

Profiles from above. Values in the order: POLH inh, Pol beta inh, APEX1 inh, JMJD2A Tudor, G9a block, Pol kappa inh, BAZ2B inh, BLM inh, Pol iota inh
COc1ccc(Oc2ccc(N/C=C3/CCCC3=O)cc2)cc1 is listed with -9%, 26%, 3%, -21%, ?, -7%, -3%, -3%, 129%[activator]
NC(=O)NC(CC(=O)NCCc1ccccn1)c1ccccc1Cl (stereo not given) is listed with -13%, 36%, -7%, -10%, 46%, 12%, 6%, 2%, 21%
Cc1ccc(CNC(=O)c2ccc[nH]2)cc1 is listed with -6%, 16%, 2%, -15%, 17%[59 µM], -1%, -7%, -4%, 19%
CN(C)c1ccc(S(=O)(=O)N2CCCCC2)cc1NC(=O)C1CSC2(C)CCC(=O)N12 (stereo not given) is listed with -18%, ·, 7%, -27%, 33%[12.7 µM], -19%, 8%, ·, -6%
